RTF Ca sens inh: cardiac RTF calcium desensitization; P19429+P45379; IANBD-labeled cardiac RTF, Ca2+ fluorescence; inhibition, % at 7.15 µM; 0.12% of 340,000 active;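 active = inhibition above the mean inhibition of all tested compounds plus 3 SD, cut at about 17% in these data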;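 note: assay run at fixed EC70 calcium of 1.6 mM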
Arr AP2 block: human beta-arrestin and AP2 interaction inhibition. AID 504490. FITC-arrestin peptide / GST-AP2 beads, flow cytometry; AP2 beta2 appendage carries R879A mutation. inhibition, % at 10 µM. 0.31% of 340,000 active;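 active = inhibition above a set limit, near 3 SD of compounds lacking own fluorescence, cut at about 54% in these data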;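 note: plate controls were DMSO wells for no effect and 5 µM unlabelled arrestin peptide for full effect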
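System: GST-AP2 R879A glutathione beads | Also added: FITC-arrestin peptide, 50 nM | Times: 12 min plus 1 h, RT | Signal: Bead flow cytometry, FITC channel | Buffer or medium: PBS with 0.05% Tween 20 and 0.1% BSA | Read-out basis: Percent drop in bead-associated FITC signal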
OPRM1-OPRD1 inv: mu-delta opioid heterodimer inverse agonism. inhibition, % at 9.3 µM. cell-based MOR-DOR heterodimer luminescence. P35372+P41143. AID 504357. 0.21% of 340,000 active; in the data active = inhibition above about 22%, passing the limit was not always enough;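 note: 0% = cells with DMSO and 100% = wells without cells with DMSO; values of inactives mirror those of a sister screen read the other way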
MOR-DOR ag: agonists of human mu-delta opioid receptor heterodimerization | cells, OPRM1-OPRD1 heterodimerization, luminescence | activation, % at 9.3 µM | 0.3% of 340,000 active | P35372+P41143; in the data active = activation above about 18%;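 note: 0% = vehicle-treated cells and 100% = reference agonist; values of inactives mirror those of a sister screen read the other way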
DSG3 Ab inh: inhibitors of pemphigus antibody binding to human desmoglein-3. P32926. DSG3-coupled beads, scFv-anti-DSG3-GFP binding, flow cytometry; stronger effect = lower value. binding (percent of control), % at 10 µM. 0.48% of 310,000 active. AID 588358;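 active = binding more than 3 SD below its plate's average and above zero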;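 note: hits lower antibody fragment binding to DSG3; some compounds called inactive have numbers as strong as hits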
Keap1-Nrf2 PPI: inhibitors of human Keap1-Nrf2 protein-protein interaction | AID 504523 | Keap1 Kelch-Nrf2 peptide fluorescence polarization, 1536-well | inhibition, % at 9.4 µM | 0.15% of 340,000 active; in the data active = inhibition above about 12%;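 note: human Keap1 Kelch domain with fluorescein labeled Nrf2 9mer peptide probe; 0% = neutral control wells and 100% = peptide positive control; higher means more block of Keap1 binding to Nrf2 peptide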
Target sequence (Q14145 whole entry, looked up, the tested form may be a part): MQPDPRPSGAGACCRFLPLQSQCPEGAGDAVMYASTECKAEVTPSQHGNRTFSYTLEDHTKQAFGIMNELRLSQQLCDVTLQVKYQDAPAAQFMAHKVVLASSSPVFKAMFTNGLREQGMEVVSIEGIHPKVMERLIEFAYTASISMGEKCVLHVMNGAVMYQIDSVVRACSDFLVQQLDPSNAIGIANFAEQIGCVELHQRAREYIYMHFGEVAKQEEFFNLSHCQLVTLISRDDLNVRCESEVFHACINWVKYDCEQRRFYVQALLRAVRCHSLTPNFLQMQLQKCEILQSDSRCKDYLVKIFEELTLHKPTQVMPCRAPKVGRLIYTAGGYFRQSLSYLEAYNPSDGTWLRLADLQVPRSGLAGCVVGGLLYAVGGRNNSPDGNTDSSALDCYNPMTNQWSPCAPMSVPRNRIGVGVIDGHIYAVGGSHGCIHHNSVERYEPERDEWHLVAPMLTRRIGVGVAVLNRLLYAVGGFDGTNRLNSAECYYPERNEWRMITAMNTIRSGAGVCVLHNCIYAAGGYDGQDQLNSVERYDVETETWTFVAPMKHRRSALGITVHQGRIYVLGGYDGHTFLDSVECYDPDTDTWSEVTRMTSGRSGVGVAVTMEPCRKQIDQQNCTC
LANA DNA inh: KSHV C-LANA DNA binding inhibition. MBP-C-LANA/FAM-LBS DNA binding, fluorescence polarization. inhibition, % at 9 µM. 0.078% of 340,000 active;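 active = highest replicate inhibition at or above 60% at 9 µM, even if other replicates fall short; inactive = all replicates below 60% inhibition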;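 note: 0% = neutral control wells and 100% = 4 µM acridine orange control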
V-ATPase pHluor: yeast V-ATPase proton transport regulation by pHLuorin. S. cerevisiae, pHLuorin cytosolic pH fluorescence. response, % at 10 µM. 0.37% of 350,000 active. AID 504577; in the data active = response mostly above about 7.3%, no sharp cut-off; inactive = mostly below about 5.4%; note: actives read high; inactives centre near 0; some compounds called inactive have numbers as strong as hits; reference of the scale not given here
cardiac RTF act: increases calcium sensitivity of human cardiac regulated thin filaments. IANBD-labeled TnC RTF fluorescence at EC20 calcium; 0% EC20 calcium, 100% full calcium. activation, % at 7.2 µM. 0.24% of 340,000 active;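 active = activation above the mean over all tested compounds plus 3 SD, cut at about 30% in these data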;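 note: rise in fluorescence read as greater calcium sensitivity of cardiac thin filaments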
Wnt bcat act: activators of Wnt/beta-catenin signaling; Wnt/beta-catenin reporter cell assay, activator, plate reader; activation, % at 9.35 µM; 1.2% of 300,000 active; AID 743398; in the data active = activation above about 30%, passing the limit was not always enough;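 note: 0% = neutral control wells and 100% = positive control wells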
Starred values were filed as active, the others as inactive.

Results for CC(C)N1C(=O)CCC1C(=O)N1CCC(Cc2ccccc2)CC1 (centres undefined) ?
RTF Ca sens inh: -7; Arr AP2 block: 13; OPRM1-OPRD1 inv: 9; MOR-DOR ag: -1.6; DSG3 Ab inh: 99; Keap1-Nrf2 PPI: -3; LANA DNA inh: -0.2; V-ATPase pHluor: -2; cardiac RTF act: 0; Wnt bcat act: 1

How did CCCn1c(=N)n(CC(=O)C(C)(C)C)c2ccccc21 do in these assays?
RTF Ca sens inh: -6; Arr AP2 block: 0; OPRM1-OPRD1 inv: -8; MOR-DOR ag: 2.0; DSG3 Ab inh: 104; Keap1-Nrf2 PPI: -1; LANA DNA inh: 0.8; V-ATPase pHluor: 2; cardiac RTF act: -1; Wnt bcat act: -2

How did NS(=O)(=O)c1ccc(CNC(=O)c2cc(=O)c3cc(Cl)ccc3o2)cc1 do in these assays?
RTF Ca sens inh: -1; Arr AP2 block: -4; OPRM1-OPRD1 inv: 8; MOR-DOR ag: -1.7; DSG3 Ab inh: 103; Keap1-Nrf2 PPI: 0; LANA DNA inh: 5.5; V-ATPase pHluor: -3; cardiac RTF act: 3; Wnt bcat act: -4

How did COc1ccc(/C=N/NC2=NS(=O)(=O)c3ccccc32)cc1OC do in these assays?
RTF Ca sens inh: -7; Arr AP2 block: -14; OPRM1-OPRD1 inv: 7; MOR-DOR ag: -1.6; DSG3 Ab inh: 100; Keap1-Nrf2 PPI: -4; LANA DNA inh: -2.4; V-ATPase pHluor: 5; cardiac RTF act: 6; Wnt bcat act: -1

How did CNC(=O)c1cc2c(ccc3ccccc32)o1 do in these assays?
RTF Ca sens inh: 4; Arr AP2 block: 33; OPRM1-OPRD1 inv: 8; MOR-DOR ag: -1.3; DSG3 Ab inh: 89; Keap1-Nrf2 PPI: -2; LANA DNA inh: 1.8; V-ATPase pHluor: 5; cardiac RTF act: -2; Wnt bcat act: 26

How did COC(=O)c1scc(C#N)c1N/N=C(\C#N)S(=O)(=O)c1ccc(Cl)cc1 do in these assays?
Arr AP2 block: 4; DSG3 Ab inh: 92; Keap1-Nrf2 PPI: 2; LANA DNA inh: 1.6; V-ATPase pHluor: 10; Wnt bcat act: 1

How did COc1ccccc1NS(=O)(=O)c1ccc(OC)c([N+](=O)[O-])c1 do in these assays?
RTF Ca sens inh: -2; Arr AP2 block: 5; OPRM1-OPRD1 inv: 3; MOR-DOR ag: -0.6; DSG3 Ab inh: 97; Keap1-Nrf2 PPI: -2; LANA DNA inh: 2.1; V-ATPase pHluor: 0; cardiac RTF act: -4; Wnt bcat act: 0

How did O=c1[nH]c(-c2ccccc2)ncc1OCc1ccccc1 do in these assays?
RTF Ca sens inh: -1; Arr AP2 block: -2; OPRM1-OPRD1 inv: 11; MOR-DOR ag: -2.2; Keap1-Nrf2 PPI: -6; LANA DNA inh: 1.1; V-ATPase pHluor: -2; cardiac RTF act: 1; Wnt bcat act: 2

Results for CN(NS(=O)(=O)c1ccc(Br)cc1)c1nc(C(F)(F)F)nc2ccccc12 ?
RTF Ca sens inh: -18; Arr AP2 block: 6; OPRM1-OPRD1 inv: -18; MOR-DOR ag: 2.5; DSG3 Ab inh: 93; Keap1-Nrf2 PPI: -3; LANA DNA inh: 0.2; V-ATPase pHluor: 1; cardiac RTF act: -1; Wnt bcat act: -3

Results for O=C(Nc1cccc(-c2cccc(Cl)c2)c1)C1CCN(Cc2ccon2)CC1 ?
RTF Ca sens inh: -2; Arr AP2 block: 37; OPRM1-OPRD1 inv: 15; MOR-DOR ag: -2.7; DSG3 Ab inh: 125; Keap1-Nrf2 PPI: 0; LANA DNA inh: 1.7; V-ATPase pHluor: -1; cardiac RTF act: -7; Wnt bcat act: 3

Results for CSc1ccc(CN2CCC(Oc3cccc(C(=O)N4CCCC4)c3)CC2)cc1 ?
RTF Ca sens inh: -7; Arr AP2 block: 21; OPRM1-OPRD1 inv: -2; MOR-DOR ag: 0.4; Keap1-Nrf2 PPI: 5; LANA DNA inh: 0.7; V-ATPase pHluor: 2; cardiac RTF act: -4; Wnt bcat act: 1

Results for CCOc1ccccc1NC(=O)C1CCCN(S(=O)(=O)c2cccc3cccnc23)C1 (centres undefined) ?
RTF Ca sens inh: -4; Arr AP2 block: -3; OPRM1-OPRD1 inv: -3; MOR-DOR ag: 0.6; DSG3 Ab inh: 104; Keap1-Nrf2 PPI: -6; LANA DNA inh: -1.3; V-ATPase pHluor: 2; cardiac RTF act: 4; Wnt bcat act: 0

What do the screens show for `CC1Cc2ccccc2N1C(=O)CSc1nnnn1C` (centres undefined)?
RTF Ca sens inh: -6; Arr AP2 block: 10; OPRM1-OPRD1 inv: 6; MOR-DOR ag: -1.0; DSG3 Ab inh: 97; Keap1-Nrf2 PPI: -3; LANA DNA inh: -0.5; V-ATPase pHluor: -5; cardiac RTF act: -11; Wnt bcat act: -4

Results for CCOc1cc2sc(N3CCC(C(=O)NCCCN4CCCC4=O)CC3)nc2cc1Br ?
RTF Ca sens inh: -7; Arr AP2 block: 40; OPRM1-OPRD1 inv: 10; MOR-DOR ag: -2.0; DSG3 Ab inh: 95; Keap1-Nrf2 PPI: 0; LANA DNA inh: 1.0; V-ATPase pHluor: -1; cardiac RTF act: -4; Wnt bcat act: 2

How did Cc1cc(C(=O)CCl)c(C)n1-c1c(C)n(C)n(-c2ccccc2)c1=O do in these assays?
RTF Ca sens inh: -5; Arr AP2 block: 11; OPRM1-OPRD1 inv: 9; MOR-DOR ag: -1.7; DSG3 Ab inh: 96; Keap1-Nrf2 PPI: -2; LANA DNA inh: -0.7; V-ATPase pHluor: -3; cardiac RTF act: 3; Wnt bcat act: 0

Results for COCCNC(=O)c1cccc2c1C(=O)c1ccc(N3CCOCC3)cc1S2(=O)=O ?
RTF Ca sens inh: 2; Arr AP2 block: 22; OPRM1-OPRD1 inv: 19; MOR-DOR ag: -4.2; DSG3 Ab inh: 104; Keap1-Nrf2 PPI: -5; LANA DNA inh: 1.7; V-ATPase pHluor: 1; cardiac RTF act: 2; Wnt bcat act: 2

Results for Cc1ccc(S(=O)(=O)Cc2ccc(C(=O)O)o2)cc1 ?
RTF Ca sens inh: 5; Arr AP2 block: -3; OPRM1-OPRD1 inv: 16; MOR-DOR ag: -2.8; DSG3 Ab inh: 116; Keap1-Nrf2 PPI: 0; LANA DNA inh: 16; V-ATPase pHluor: -2; cardiac RTF act: 1; Wnt bcat act: 0

How did O=C(OCC(=O)c1cccc2ccccc12)c1ccc(CO)cc1 do in these assays?
RTF Ca sens inh: -2; Arr AP2 block: -6; OPRM1-OPRD1 inv: 7; MOR-DOR ag: -1.4; DSG3 Ab inh: 101; Keap1-Nrf2 PPI: -4; LANA DNA inh: -0.3; V-ATPase pHluor: -3; cardiac RTF act: -2; Wnt bcat act: 9

Results for CCOc1ccccc1N1CCN(C(=O)c2ccc(-c3ccc(OC(C)=O)cc3)cc2)CC1 ?
RTF Ca sens inh: 1; Arr AP2 block: 7; OPRM1-OPRD1 inv: -9; MOR-DOR ag: 1.9; DSG3 Ab inh: 95; Keap1-Nrf2 PPI: 0; LANA DNA inh: -0.3; V-ATPase pHluor: 0; cardiac RTF act: -1; Wnt bcat act: -3

Results for CSCCC(NS(=O)(=O)/C=C/c1ccccc1)C(=O)O (centres undefined) ?
RTF Ca sens inh: -10; Arr AP2 block: -7; OPRM1-OPRD1 inv: 9; MOR-DOR ag: -1.8; DSG3 Ab inh: 115; Keap1-Nrf2 PPI: -5; LANA DNA inh: 0.7; V-ATPase pHluor: -5; cardiac RTF act: 5; Wnt bcat act: -3

What do the screens show for `O=C1c2ccccc2C(=O)N1CCC1=CCCCC1`?
RTF Ca sens inh: -11; Arr AP2 block: -7; OPRM1-OPRD1 inv: -19; MOR-DOR ag: 3.5; DSG3 Ab inh: 97; Keap1-Nrf2 PPI: 1; LANA DNA inh: -1.5; V-ATPase pHluor: -3; cardiac RTF act: 5

Results for O=C(CN1CCOCC1)NCC12CC3CC(CC(C3)C1)C2 ?
RTF Ca sens inh: 0; Arr AP2 block: 33; OPRM1-OPRD1 inv: 10; MOR-DOR ag: -2.5; DSG3 Ab inh: 104; Keap1-Nrf2 PPI: 6; LANA DNA inh: -1.1; V-ATPase pHluor: 2; cardiac RTF act: -6

What do the screens show for `COC(=O)NNC(=S)Nc1cc(OC)ccc1OC`?
RTF Ca sens inh: -27; Arr AP2 block: 44; OPRM1-OPRD1 inv: 21; MOR-DOR ag: -3.9; Keap1-Nrf2 PPI: 1; LANA DNA inh: 0.1; V-ATPase pHluor: 0; cardiac RTF act: -4; Wnt bcat act: 0

What do the screens show for `C=CCN=C1S/C(=C\c2ccc(Cl)cc2)C(=O)N1CC=C`?
Arr AP2 block: -5; DSG3 Ab inh: 96; Keap1-Nrf2 PPI: -4; LANA DNA inh: 1.0; V-ATPase pHluor: 4; Wnt bcat act: 1

How did O=C(O)CSc1nnc(Cn2c(=O)sc3ccccc32)n1-c1cccc(Cl)c1 do in these assays?
RTF Ca sens inh: 1; Arr AP2 block: -6; OPRM1-OPRD1 inv: 11; MOR-DOR ag: -2.1; DSG3 Ab inh: 98; Keap1-Nrf2 PPI: 2; LANA DNA inh: 0.0; V-ATPase pHluor: 0; cardiac RTF act: -4

Results for CC1(C)CC2(CCCN(C(=S)Nc3ccccc3)C2)CCO1 (centres undefined) ?
RTF Ca sens inh: -10; Arr AP2 block: 11; OPRM1-OPRD1 inv: 0; MOR-DOR ag: 0.0; DSG3 Ab inh: 104; Keap1-Nrf2 PPI: -6; LANA DNA inh: 1.9; V-ATPase pHluor: -2; cardiac RTF act: 20; Wnt bcat act: 0

How did CC(C)CC1NC(=O)N(CC(=O)Nc2ccc3c(c2)CCC3)C1=O (centres undefined) do in these assays?
RTF Ca sens inh: -5; Arr AP2 block: -1; OPRM1-OPRD1 inv: 2; MOR-DOR ag: -0.4; DSG3 Ab inh: 96; Keap1-Nrf2 PPI: -1; LANA DNA inh: 0.2; V-ATPase pHluor: 0; cardiac RTF act: -1; Wnt bcat act: -2

What do the screens show for `O=C(Nc1cccc([N+](=O)[O-])c1)C1C2/C=C\CCCCC21` (centres undefined)?
RTF Ca sens inh: -10; Arr AP2 block: 18; OPRM1-OPRD1 inv: -85; MOR-DOR ag: 16; DSG3 Ab inh: 93; Keap1-Nrf2 PPI: -3; LANA DNA inh: -1.5; V-ATPase pHluor: 0; cardiac RTF act: 4; Wnt bcat act: 2

How did CCC(C)NC(=O)Cn1nc(C(F)(F)F)c2c1CCCC2 (centres undefined) do in these assays?
RTF Ca sens inh: -8; Arr AP2 block: 4; OPRM1-OPRD1 inv: 5; MOR-DOR ag: -0.8; DSG3 Ab inh: 107; Keap1-Nrf2 PPI: 0; LANA DNA inh: 5.6; V-ATPase pHluor: 1; cardiac RTF act: 4

What do the screens show for `CC(NS(=O)(=O)c1ccccc1)C(N)=O` (centres undefined)?
RTF Ca sens inh: -7; Arr AP2 block: 42; OPRM1-OPRD1 inv: 7; MOR-DOR ag: -1.4; DSG3 Ab inh: 98; Keap1-Nrf2 PPI: 1; LANA DNA inh: -0.3; V-ATPase pHluor: 7; cardiac RTF act: -1; Wnt bcat act: -2
